# 3CLpro inhibitor = SARS-CoV 3CLpro protease inhibition. recombinant SARS-CoV 3CLpro, quenched FRET peptide cleavage. 0.14% of 290,000 active. inhibition, % at 6 µM. P0C6X7; in the data active = inhibition above about 12%
# VHR inh abs = DUSP3 (human) phosphatase inhibition; recombinant VHR phosphatase, pNPP absorbance; inhibition, % at 13.3 µM; 0.52% of 290,000 active; AID 1654; in the data active = inhibition above about 50%; also: some compounds called inactive have numbers as strong as hits
# BH1578 lux ind = induces V. cholerae light production without autoinducers; V. cholerae BH1578 lux reporter, luminescence, 6 h; activation, % at 18.7 µM; 0.16% of 350,000 active; in the data active = activation mostly above about 9.7%, no sharp cut-off; inconclusive = no clear call, values can overlap the other calls; inactive = mostly below about 3.7%; also: not every result past the cut was called active; inactives centre near 0; reference of the scale not given here
# SSB-PriA inh = K. pneumoniae PriA-SSBct interaction inhibition; AlphaScreen SSBct-PriA binding, biotinylated peptide; AID 1272365; inhibition, % at 33 µM; 0.6% of 430,000 active; in the data active = inhibition mostly above about 37%, no sharp cut-off; inactive = mostly below about 20%;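 also: plate controls were negative control peptide for no effect and reference peptide for full effect; strong numbers were not always called active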
# TcdB inh = blocks C. difficile toxin B glycohydrolase activity; TcdB glycohydrolase enzymatic assay, plate reader; 0.24% of 350,000 active; inhibition, % at 9.99 µM; P18177; in the data active = inhibition above about 10%
# CCHF vOTU inh = CCHFV vOTU protease inhibition; Pep-AMC fluorescence; inhibition, % at 11.5 µM; 0.55% of 370,000 active; AID 651958; in the data active = inhibition above about 30%; also: 0% = vehicle wells with enzyme and 100% = no enzyme wells
# BoNT-A LC inh2 = blocks Botulinum neurotoxin A light chain protease | multiplex microsphere protease substrate cleavage, flow cytometry | inhibition, % at 10 µM | 0.17% of 360,000 active; also: plate controls were buffer without enzyme for full effect and enzyme alone for no effect
# PfHsp40 rescue = restores yeast growth despite PfHsp40 toxicity | AID 504582 | growth rescue, % at 12.5 µM | S. cerevisiae expressing PfHsp40, growth rescue, ATP luminescence | 0.68% of 340,000 active; in the data active = growth rescue above about 28%, passing the limit was not always enough; inconclusive = no clear call, values can overlap the other calls;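 also: yeast W303a lacking pdr1 and pdr3 grown in galactose medium; growth measured after three days at 30 °C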
# Yp Topo-I inh = inhibitors of Yersinia pestis topoisomerase I; Y. pestis Topo-I cleavage product accumulation, plate reader; activity, % at 10 µM; 0.064% of 360,000 active; AID 504884; in the data active = activity above about 50%, passing the limit was not always enough; inconclusive = no clear call, values can overlap the other calls; also: inactives centre near 2
# Anthrax LF inh2 = inhibitors of Bacillus anthracis lethal factor protease; P15917; multiplex microsphere protease cleavage assay, LF; inhibition, % at 10 µM; 0.12% of 360,000 active; also: plate controls were buffer without enzyme for full effect and enzyme alone for no effect
# * marks the source's active call; other numbers are inactive results; i = inactive; ? = inconclusive; / = not tested or not shown; & = joins results of further samples. Rule as the data show it, unless noted: active = inhibition above about 30%; inconclusive = no clear call, values can overlap the other calls; inactive = below that. Not all compounds are listed; rates above refer to the full screens.
# Sequence of screens – CCHF vOTU inh	3CLpro inhibitor	PfHsp40 rescue	BoNT-A LC inh2	VHR inh abs	TcdB inh	Yp Topo-I inh	Anthrax LF inh2	SSB-PriA inh	BH1578 lux ind
CC(C)C(NC(=O)c1c(F)cccc1F)C(=O)NCCc1ccc(S(N)(=O)=O)cc1 (stereo unspecified)
    -7.1	-3.1	-0.5	-0.5	40.7	-3.4	-4.5	3.3	-1.0	-0.4
NS(=O)(=O)c1ccc(CCNC(=O)CCCn2c(=O)[nH]c3ccc(Br)cc3c2=O)cc1
    -1.8	-3.8	-1.6	0.0	24.4	1.3	10.1	-2.3	-12.4	-1.3
Cc1ccc(-c2nnc(SCC(=O)NNC(=O)COc3cccc(C)c3)n2C)cc1
    14.8	4.0	-1.1	0.4	-10.7	/	7.9	2.2	-8.3	i
O=C(C1CCCCC1)N1CCCC(c2nc3c(nnn3Cc3ccccc3)c(=O)[nH]2)C1 (stereo unspecified)
    0.5	-7.3	1.6	1.5	-0.8	/	17.9	-2.7	-4.1	-1.4
CC1CCCN(c2ncnc3c2cnn3-c2ccc(Cl)cc2)C1 (stereo unspecified)
    4.1	/	-0.7	0.1	14.2	1.8	0.6	2.9	-23.2	-0.3
COCCCNC(=O)Cn1nc(-c2ccc(C)cc2)ccc1=O
    -11.6	2.2	-3.5	0.4	31.1	/	-2.1	-1.0	-6.3	-0.4
CN(C)c1ccc(-c2nnc(-c3ccccc3F)o2)cc1
    -12.4	0.1	0.1	-1.9	1.0	0.9	8.7	-6.3	-7.3	i
O=C(CSc1nnc(-c2ccco2)n1Cc1ccccc1)c1ccc(F)cc1
    -7.0	-4.0	1.3	0.3	-16.6	/	37.0	2.9	-2.7	-0.3
Cc1cccc(C(=O)NNC(=O)c2ccccc2)c1
    -7.3	-2.1	-0.5	-0.5	1.5	/	-11.1	-0.9	-4.2	0.2
Cc1ccc(S(=O)(=O)NN/C(=N/S(=O)(=O)c2ccccc2)c2ccccc2)cc1
    5.8	6.2	-0.8	-0.3	5.9	0.9	-7.7	-4.7	/	i
CCN(CC)S(=O)(=O)c1cc(NS(=O)(=O)c2cc(Cl)ccc2Cl)ccc1C
    12.2	5.7	0.3	0.9	1.7	2.2	1.7	4.6	4.1	-0.2
O=C(O)c1cccc(-n2cnnn2)c1
    -1.1	4.8	-0.3	-0.6	18.0	/	-5.2	0.6	-15.0&-0.4	-3.0
C=CCN1CCc2cccc3c2[C@H]1Cc1ccc(O)c(O)c1-3
    7.0	2.4	-0.5	-1.5	-11.6	-5.2	-4.1	-13.3	12.8	0.0
Cc1cc(C)nc(SCC(=O)Nc2ccccc2[N+](=O)[O-])n1
    -12.5	1.6	0.4	1.6	11.7	/	-3.6	-0.5	11.9	-2.0
CCN1CCN(C(=O)N(Cc2ccc(Cl)cc2)S(=O)(=O)c2ccc(C)cc2)CC1
    -2.7	/	0.3	1.1	/	-0.6	3.1	-0.9	-5.9	i
O=C(N/N=C/c1ccc(Cl)cc1Cl)c1n[nH]c2c1CCCC2
    10.2	0.2	-1.0	2.3	-0.9	/	-3.3	-0.6	/	0.3
O=C(Nc1cccc2ncccc12)C(c1ccccc1)c1ccccc1
    -10.2	1.4	2.5	0.8	1.1	4.2	21.4	-5.5	-0.8	-0.3
CC1(C)CC2CC(C)(CN2C(=O)COC(=O)c2cc(Cl)cc(Cl)c2N)C1 (stereo unspecified)
    -3.9	1.2	1.0	-1.0	6.5	1.3	-9.8	-5.3	-12.4	i
COc1cccc(NC(=O)C(C)NS(=O)(=O)c2ccc(Br)cc2)c1 (stereo unspecified)
    -5.5	-3.8	0.2	-2.9	6.2	1.3	-0.2	-2.1	4.3	-0.7
CCN(CC)S(=O)(=O)c1ccc(C(=O)NNC(=O)C2CCN(S(=O)(=O)c3ccc(Cl)cc3)CC2)cc1
    -17.8	-3.0	0.5	2.3	-4.8	/	22.4	-0.6	-11.3	-0.1
CN1CCN(c2nc3c(c(=O)n(C)c(=O)n3C)n2Cc2ccccc2Cl)CC1
    -12.3	-3.5	-0.8	2.2	8.5	0.7	-11.6	-9.3	-3.9	-0.4
Nc1ccccc1-c1ccn[nH]1
    -17.8	/	1.2	0.3	/	-1.5	3.9	-3.7	-5.9	i
CCOc1nc(SCCOc2ccc(C)cc2)nc(N(C)C)n1
    11.8	7.8	1.1	0.2	8.8	/	-2.7	-2.2	-16.7	i
O=C(Nc1cc(F)ccc1F)N1CCN(c2ccnc3cc(Cl)ccc23)CC1
    4.5	-1.4	0.4	-2.0	23.3	1.1	-5.1	-5.7	-5.4	-0.4
COC(=O)CCCn1nc(NC(=O)c2ccco2)cc1C
    14.6	-1.4	-0.3	0.4	5.2	1.1	5.1	-13.9	-26.1	i
Cc1nc(SCC(=O)OCc2ccccc2)c2c(=O)n(C)c(=O)n(C)c2n1
    -2.6	/	-1.0	0.2	26.3	-11.1	14.8	-1.1	-3.0	-0.1
O=C(c1ccc(S(=O)(=O)N2CCOCC2)cc1)N1CCOCC1
    10.6	-3.0	-0.1	-0.9	12.0	-0.3	4.7	-3.3	-5.1	-0.5
COc1cc2c(cc1OC)-c1c(OC)c(OC)cc3c1C(C2)N(C)CC3 (stereo unspecified)
    38.4*	-4.2	0.1	1.0	25.8	0.7	-18.5	-6.2	20.8	-0.9
Cc1cc(C)nc(-n2nc(C)cc2NC(=O)c2ccc(F)cc2F)n1
    1.0	-0.5	-0.2	-0.4	16.9	1.1	-3.9	-1.2	-12.2	-0.2
OC(CCCCN1CCCCC1)c1ccccc1 (stereo unspecified)
    -12.0	-1.1	-1.6	?	21.4	/	-4.0	-2.0	-16.4	1.8

# Retrieved by structure from the list above (two):
# Sequence of screens – CCHF vOTU inh	3CLpro inhibitor	PfHsp40 rescue	BoNT-A LC inh2	VHR inh abs	TcdB inh	Yp Topo-I inh	Anthrax LF inh2	SSB-PriA inh	BH1578 lux ind
CCOc1nc(SCCOc2ccc(C)cc2)nc(N(C)C)n1
    11.8	7.8	1.1	0.2	8.8	/	-2.7	-2.2	-16.7	i
COC(=O)CCCn1nc(NC(=O)c2ccco2)cc1C
    14.6	-1.4	-0.3	0.4	5.2	1.1	5.1	-13.9	-26.1	i

# Remaining list, next part:
# Sequence of screens – CCHF vOTU inh	3CLpro inhibitor	PfHsp40 rescue	BoNT-A LC inh2	VHR inh abs	TcdB inh	Yp Topo-I inh	Anthrax LF inh2	SSB-PriA inh	BH1578 lux ind
CC(=O)c1c(OC(=O)c2cccc(Cl)c2)c2ccccc2n1C
    -11.2	1.9	-1.6	?	-0.7	1.3	0.3	-14.8	-4.7	i
CCOC(=O)[C@]12Cc3cc(OC)ccc3[C@H]1N(C)C(=O)c1ccccc12
    -6.1	/	/	1.8	/	1.4	/	1.1	/	/
Cc1csc(Sc2ccc(S(=O)(=O)N3CCCC3)cn2)n1
    5.0	-0.3	0.3	-2.4	14.7	0.2	3.8	5.3	-7.6	-0.7
O=C(C1CCCN1S(=O)(=O)c1cccc2cccnc12)N1CCc2ccccc2C1 (stereo unspecified)
    9.6	-3.6	1.8	0.1	16.6	1.6	5.0	-2.1	-11.1	-0.2
Cc1ccc(C(=O)Nc2ccc3c(c2)C(=O)N(C)C3=O)c(C)c1
    4.2	-0.8	-0.2	-0.2	-2.3	1.8	-8.4	3.1	-19.0	-0.2
CCOc1cc(S(=O)(=O)N(Cc2ccccc2)Cc2ccccc2)c(OCC)cc1-n1cnnn1
    2.1	3.2	-1.0	-1.3	21.4	/	23.9	-5.7	-15.0	i
OC(COc1ccc(CN2CCSCC2)cc1)CN1CCCCC1 (stereo unspecified)
    21.0	1.8	-0.4	-0.8	13.4	-2.9	5.8	1.2	2.7	-0.2
COC(=O)CC1Oc2ccc(C)cc2NC1=O (stereo unspecified)
    -4.3	-2.8	-0.7	-0.2	-29.7	1.3	-5.8	1.6	-6.3	-0.2
O=c1cc(-c2ccc([N+](=O)[O-])cc2)c2ccc(O)cc2o1
    -8.2	2.1	-0.8	0.5	1.2	1.2	2.6	-0.7	-1.2	-0.3
COC(=O)c1ccc(CS(=O)(=O)c2ccc(C)cc2)o1
    -2.8	-5.9	-0.8	0.3	-27.7	1.0	-1.9	-3.8	-7.0	-0.4
CC(C)c1ccccc1NC(=O)COC(=O)Cc1ccsc1
    -4.3	5.3	4.1	0.0	23.7	0.7	-3.7	-1.2	-10.3	0.3
O=C(O)CSCc1cn2cc(Cl)ccc2n1
    -2.0	4.6	-0.7	-0.8	16.6	/	-1.0	-6.7	-21.6	-0.1
Cc1ccc(-c2cc(C(=O)OCC(=O)Nc3ncc(C(F)(F)F)cc3Cl)c3ccccc3n2)cc1
    -10.9	-3.4	-0.6	-0.2	19.2	/	4.1	-0.8	-11.8	i
CCOc1ccccc1NC(=O)CSc1nnc(Cn2c(=O)sc3ccccc32)n1C
    12.2	-2.6	-0.3	0.1	30.5	-0.6	-2.6	0.8	5.5	-0.2
O=C(Cc1ccccc1)c1ccc2c(c1)OCCO2
    1.1	-0.2	-0.2	-1.4	21.5	1.5	9.4	-5.7	-14.3	i
CCOC(=O)C1C(=O)NC(SCC(=O)OC)=C(C#N)C1c1ccccc1OCC (stereo unspecified)
    /	2.2	0.1	0.1	0.1	0.8	0.2	-1.2	-10.4	i
COc1ccc(-c2c(C)cc3oc(=O)cc(-c4ccccc4)c3c2C)cc1OC
    -3.3	/	-0.1	0.3	/	0.7	28.5	-3.1	-0.7	-1.6
Cc1ccc(C(=O)Nc2ccccc2N2CCOCC2)cc1S(=O)(=O)N1CCOCC1
    1.8	/	-0.5	7.6	/	1.0	23.4	-15.4	2.8	-2.1
Cc1ccc(C(=O)NNC(=O)C2CCCN(c3ncccn3)C2)cc1 (stereo unspecified)
    -0.2	3.5	-1.7	-0.5	16.4	/	3.5	-0.7	-19.2	i
COc1ccccc1N1CCN(C(=O)c2ccc3c(c2)CCN3S(=O)(=O)c2ccccc2)CC1
    15.9	3.2	1.8	-2.0	12.3	1.6	11.6	0.6	8.3	-3.8
CCOC(=O)c1[nH]c2ccccc2c1NC(=O)c1ccc(S(=O)(=O)N2CCCCC2)cc1
    5.5	-2.1	-1.1	-0.5	0.2	-0.1	25.3	-4.1	-1.1&4.0	-0.2
Oc1cc2ccccc2cc1-c1n[nH]c(=S)n1Cc1ccco1
    -10.0	2.4	1.3	-0.2	-12.5	5.0	-21.1	-0.8	-0.8	-0.2
C/C(Cc1ccccc1)=N\NC(=O)c1cc(C(C)(C)C)[nH]n1
    -3.8	3.7	0.6	-0.3	12.4	-1.3	-0.8	-7.2	/	-0.4
S=C(NC1CCCCC1)N1CCc2[nH]c3ccccc3c2C1
    -8.1	2.6	-1.3	-4.1	5.0	1.1	1.2	14.7	-3.5	-0.8
COc1cccc(N2CCN(S(=O)(=O)c3ccc4nc(-c5ccccc5)[nH]c4c3)CC2)c1
    15.1	6.2	-0.1	-0.4	-14.1	/	17.2	0.6	5.2	0.6
CC(C)Oc1ccccc1C(=O)NC(CO)C(=O)O (stereo unspecified)
    4.3	2.4	0.1	-1.0	-0.4	2.2	0.3	-3.6	-7.1	-0.2
CCOC(=O)[C@H]1[C@H]2COc3ccccc3[C@@H]2N2C(=O)c3cc(OC)ccc3NC(=O)[C@@]12C
    -3.6	/	-1.2	0.2	/	1.5	5.9	6.8	-39.3	i
Cn1nccc1C(=O)Nc1cc(Cl)ccc1Cl
    3.4	/	/	0.7	/	1.9	-1.0	19.9	-15.0&-3.0	-0.5
Cn1c(Cn2nnc3ccccc32)nnc1SCC(=O)N1CCc2ccccc21
    9.5	-1.1	0.6	1.2	-1.9	0.1	-1.2	-3.4	-2.0	-10.5
O=C(NCc1cccc(Cl)c1)C1CCC(=O)N(CCN2CCOCC2)C1 (stereo unspecified)
    -7.5	-3.3	2.6	-0.8	17.5	1.7	7.3	-2.5	0.4	-0.2
